Pol beta inh – inhibitors of human DNA polymerase beta; Pol beta primer extension/strand displacement, fluorescence kinetic; Potency, µM (top dose mostly 114 µM), for inactives: at the top dose activity change, negative = inhibition, actives largely listed as inhibitors; 340,000 tested, 1.3% active; note: % is set by controls: 0 for no effect and ±100 for the full control effect
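Reaction started by 50 nM substrate onto compound-treated Pol beta (10 nM, 15 min preincubation, room temperature); plates read at 0 min and 10 min. Normalized concentration-effect data fitted by four-parameter Hill equation.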
BAZ2B inh – blocks human BAZ2B; Q9UIF8; AlphaScreen BAZ2B-H3K14Ac peptide displacement; Potency, µM (highest dose often 114 µM), inactives show at the top dose activity change, negative = inhibition, hits mostly inhibitors; 360,000 tested, 4.4% active; note: % is set by controls: 0 for no effect and ±100 for the full control effect; nearly all actives have a fitted effect of over 60% in size
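Compounds, titrated to a top concentration of 110 uM, were incubated 30 min at room temperature with preformed BAZ2B/acetyl-K14 H3 peptide complex (50 nM each). Proximity signal was measured by AlphaScreen after 20 min with beads.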
BLM helicase inh – Bloom syndrome helicase (human) inhibition | recombinant BLM DNA unwinding, fluorescence dequenching | 350,000 tested, 0.2% active | P54132 | Potency, µM (doses to about 56.1 µM), for the others: at the top dose activity change, negative = inhibition, usual class: inhibitors;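 note: plate controls were vehicle for no effect and no enzyme for full effect; nearly all actives have a fitted effect of over 35% in size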
POLH inh – inhibitors of human DNA polymerase eta | recombinant Pol eta, fluorescent DNA replication assay | Potency, µM (titrated, usually from 114 µM), for inactives: at the highest dose activity change, negative = inhibition, actives largely listed as inhibitors | 390,000 tested, 1.2% active | Q9Y253; note: % is set by controls: 0 for no effect and ±100 for the full control effect
Target sequence (Q9Y253 whole entry, looked up): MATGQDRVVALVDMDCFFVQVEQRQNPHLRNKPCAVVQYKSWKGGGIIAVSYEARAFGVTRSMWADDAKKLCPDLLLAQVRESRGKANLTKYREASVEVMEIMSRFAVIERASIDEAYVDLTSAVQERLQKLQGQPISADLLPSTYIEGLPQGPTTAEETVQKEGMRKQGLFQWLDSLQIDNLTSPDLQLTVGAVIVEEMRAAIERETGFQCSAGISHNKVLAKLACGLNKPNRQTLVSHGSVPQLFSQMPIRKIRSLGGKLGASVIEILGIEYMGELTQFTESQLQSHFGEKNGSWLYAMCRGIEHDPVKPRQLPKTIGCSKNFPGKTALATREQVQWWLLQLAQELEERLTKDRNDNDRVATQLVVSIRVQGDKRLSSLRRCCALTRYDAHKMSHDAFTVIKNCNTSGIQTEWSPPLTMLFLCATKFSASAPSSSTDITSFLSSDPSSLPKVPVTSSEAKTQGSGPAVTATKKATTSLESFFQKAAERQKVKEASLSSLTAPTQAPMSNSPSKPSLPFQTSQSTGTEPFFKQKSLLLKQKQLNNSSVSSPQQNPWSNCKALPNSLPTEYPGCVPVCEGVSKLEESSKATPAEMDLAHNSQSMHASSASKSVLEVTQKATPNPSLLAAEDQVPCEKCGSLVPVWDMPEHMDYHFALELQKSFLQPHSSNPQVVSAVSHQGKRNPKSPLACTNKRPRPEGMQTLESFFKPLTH
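Pol eta at 10 nM preincubated with compounds 15 min at room temperature; reaction started with fluorescent substrate (50 nM final) and read kinetically at 0 and 10 min.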
G9a inh – G9a (human) methyltransferase inhibition. G9a H3K9 monomethylation, AlphaScreen, 2 h. Potency, µM (highest dose often 102 µM), without a hit: top-dose activity, negative = inhibition, most hits filed as inhibitors. 350,000 tested, 8.8% active. AID 504332; note: % is set by controls: 0 for no effect and ±100 for the full control effect; nearly all actives have a fitted effect of over 75% in size
Target sequence (Q96KQ7 913-1193 limits assumed): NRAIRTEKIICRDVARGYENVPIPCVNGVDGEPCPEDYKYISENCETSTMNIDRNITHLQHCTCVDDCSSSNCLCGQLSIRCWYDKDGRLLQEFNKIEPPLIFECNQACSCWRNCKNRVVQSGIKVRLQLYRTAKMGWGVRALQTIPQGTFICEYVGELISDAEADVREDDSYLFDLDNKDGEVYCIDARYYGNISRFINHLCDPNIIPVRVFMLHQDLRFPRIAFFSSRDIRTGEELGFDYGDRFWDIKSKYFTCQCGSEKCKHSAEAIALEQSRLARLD
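Quantitative HTS format: methyltransferase activity on a biotin-tagged H3K9 peptide is measured by AlphaScreen, using a rabbit anti-monomethyl-H3K9 antibody with streptavidin donor and anti-IgG acceptor beads. Final levels are 20 nM enzyme, 500 nM peptide, 20 uM SAM; 2 h RT.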
POLI inh – inhibitors of human DNA polymerase iota; Pol iota fluorescent replication assay, 10 min; Potency, µM (highest dose often 115 µM), without a hit: top-dose activity, negative = inhibition, usual class: inhibitors; 390,000 tested, 1% active
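Fluorescent replication assay read twice, at 0 min and 10 min after adding 50 nM (final) substrate. Enzyme (10 nM) and compounds were first incubated 15 min at room temperature; enzyme-free buffer wells were negative controls.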
APE1 inh – blocks human APE1 abasic DNA cleavage | P27695 | recombinant APE1, TAMRA/BHQ-2 abasic DNA cleavage fluorescence | Potency, µM (series often up to 65.8 µM), inactives show top-dose activity change, negative = inhibition, actives largely listed as inhibitors | 350,000 tested, 0.35% active;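 note: plate controls were vehicle for no effect and reference inhibitor for full effect; nearly all actives have a fitted effect of over 55% in size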
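Enzyme (0.75 nM final) and test compound are incubated 15 min at room temperature before adding 50 nM quenched THF abasic-site duplex. Cleavage dequenches TAMRA, followed at 525/598 nm over three reads one minute apart.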
POLK inh – DNA polymerase kappa (human) inhibition | Q9UBT6 | purified Pol kappa, fluorescent DNA synthesis assay, 10 min | Potency, µM (highest dose often 107 µM), for inactives: at the highest dose activity, negative = inhibition, actives largely listed as inhibitors | 400,000 tested, 0.53% active | AID 588579; note: % is set by controls: 0 for no effect and ±100 for the full control effect
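10 nM Pol kappa preincubated 15 min at room temperature with compounds, then reaction started with substrate at 50 nM final. Fluorescence read kinetically at 0 and 10 min; buffer-only wells served as negative control.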
JMJD2A Tudor inh – inhibitors of human JMJD2A Tudor domain | AlphaScreen JMJD2A-Tudor / H3K4me3 peptide binding | AID 504339 | Potency, µM (top dose mostly 114 µM), for inactives: at the highest dose activity change, negative = inhibition, most hits filed as inhibitors | 390,000 tested, 4.4% active; note: % is set by controls: 0 for no effect and ±100 for the full control effect; nearly all actives have a fitted effect of over 50% in size
Active calls of the source: *; ? = inconclusive; / = not tested or not shown; & = joins results of further samples; [ ] = another dose, or the depositor's remark. Calls come from the whole dose curve; as a rule, active = well fitted curve in the direction sought with a large enough effect; inconclusive = small, poorly fitted or top-dose-only effect, or another doubt; inactive = no such curve, though single readings can be large; an effect the other way counts as inactive or inconclusive. Potency is the fitted concentration of half-maximal effect. Not all compounds are listed; the hit share may differ from the screen's.

[1] Cc1ccc(N(C(=O)CNC(=O)c2ccco2)C(C(=O)NC2CCCCC2)c2ccncc2)c(C)c1 (stereo not given)
[2] COc1ccc(C(C)=O)cc1COC(=O)c1ccc2c(c1)OCO2
[3] O=Cc1c(NCc2cccc(F)c2)c2ccccc2[nH]c1=O
[4] O=C(COC(=O)c1ccc(Br)o1)Nc1nc2ccccc2s1
[5] CCOCCCNC(=O)/C=C1\Sc2ccccc2N(Cc2ccccc2F)C1=O
[6] C[C@@H]1CC[C@H]2C(=O)N3[C@@H](CC[C@@H](C)[C@@H]3c3ccc(Br)cc3)C(=O)N2[C@H]1c1ccc(Br)cc1
[7] CC1CCCN(S(=O)(=O)c2ccc(NC(=O)c3nc(SC(C)C)ncc3Cl)cc2)C1 (stereo not given)
[8] COc1ccc(-n2c(=O)c3ccccc3n(CC(=O)NC3CCCCC3)c2=O)cc1
entry no.	1	2	3	4	5	6	7	8
Pol beta inh	18%	-4%	1%	15%	6%	9%	-4%	0%
BAZ2B inh	-3%	24%	7%	-6%	-25%	-9%	?	1%
BLM helicase inh	-3%	-5%	-3%	-4%	-14%	-2%	-9%	-1%
POLH inh	-17%	-7%	-16%	-15%	-8%	-26%	-11%	0%
G9a inh	22%	20%[59 µM]	13%	-36%[59 µM]	37%[59 µM]	-12%	-37%[59 µM]	18%[59 µM]
POLI inh	35%[activator]	9%	147%[activator]	9%	5%	2%	17%	11%
APE1 inh	-7%	-6%	-5%	-4%	14%	-5%	/	-3%
POLK inh	-7%	4%	-12%	-5%	-2%	-3%	-14%	-10%
JMJD2A Tudor inh	-14%	-11%	-36%	-27%	-17%	-13%	-26%	-1%

[9] N#Cc1ccccc1COC(=O)c1cccnc1N
[10] Cc1cccc(C)c1OCc1cc(C(=O)N(C)CCc2ccccn2)no1
[11] O=C(O)C(Cc1c[nH]c2ccccc12)NS(=O)(=O)c1cccc(Cl)c1Cl (stereo not given)
[12] N#CC(C#N)=C1c2cc(S(=O)(=O)NCCO)ccc2-c2ccc(S(=O)(=O)NCCO)cc21
[13] NC(=O)C[n+]1cccc2ccccc21
[14] C=CCn1cc(/C=C2\SC(N3CCOCC3)=NC2=O)c2ccccc21
[15] O=C(NNC(=O)c1ccco1)c1csc(N2CCOCC2)n1
[16] CNC(=O)C1CCN(S(=O)(=O)c2c(C)noc2/C=C/c2ccccc2F)CC1
entry no.	9	10	11	12	13	14	15	16
Pol beta inh	43%	1%	-5%	-19%	-1%	-1%	/	4%
BAZ2B inh	-2%	-4%	89µM*	-17%	-12%	?	?	-4%
BLM helicase inh	-5%	-2%	-1%	-4%	-3%	-3%	/	-2%
POLH inh	-20%	-18%	?	-13%	7%	-6%	-26%	2%
G9a inh	8%	32%[activator]	-18%	/	?	14%[12.7 µM]	7.1µM*	-9%[12.7 µM]
POLI inh	252%[activator]	6%	-13%	10%	18%	10%	17%	-3%
APE1 inh	0%	25%	20%	-3%	-5%	-6%	6%	9%
POLK inh	2%	-7%	-2%	-9%	-4%	-2%	1%	0%
JMJD2A Tudor inh	1%	-3%	-11%	-9%	22µM*	-34%	-1%	-13%

Shown as labelled records: entries from further up
(13) NC(=O)C[n+]1cccc2ccccc21
  Pol beta inh = -1%	BAZ2B inh = -12%	BLM helicase inh = -3%	POLH inh = 7%	G9a inh = ?	POLI inh = 18%	APE1 inh = -5%	POLK inh = -4%	JMJD2A Tudor inh = 22µM*
(15) O=C(NNC(=O)c1ccco1)c1csc(N2CCOCC2)n1
  Pol beta inh = /	BAZ2B inh = ?	BLM helicase inh = /	POLH inh = -26%	G9a inh = 7.1µM*	POLI inh = 17%	APE1 inh = 6%	POLK inh = 1%	JMJD2A Tudor inh = -1%
(12) N#CC(C#N)=C1c2cc(S(=O)(=O)NCCO)ccc2-c2ccc(S(=O)(=O)NCCO)cc21
  Pol beta inh = -19%	BAZ2B inh = -17%	BLM helicase inh = -4%	POLH inh = -13%	G9a inh = /	POLI inh = 10%	APE1 inh = -3%	POLK inh = -9%	JMJD2A Tudor inh = -9%
(16) CNC(=O)C1CCN(S(=O)(=O)c2c(C)noc2/C=C/c2ccccc2F)CC1
  Pol beta inh = 4%	BAZ2B inh = -4%	BLM helicase inh = -2%	POLH inh = 2%	G9a inh = -9%[12.7 µM]	POLI inh = -3%	APE1 inh = 9%	POLK inh = 0%	JMJD2A Tudor inh = -13%

Other records follow:
[17] CCCc1cc(-n2ccnc2C)n2c(nc3ccccc32)c1C#N
[18] O=C(Nc1ccc2c(c1)OCO2)C1CC(c2ccc(Cl)cc2)=NO1 (stereo not given)
[19] Cc1onc(-c2ccccc2Cl)c1C(=O)Nc1ccc(Br)cc1
[20] CCCNC(=O)c1ccccc1NC(=O)c1cccc(-n2cnnn2)c1
[21] O=C(NC1CC2CCCC(C1)N2CC(=O)N1CCCc2ccccc21)C1CCCCC1 (stereo not given)
[22] CC(C)(C)n1ncc2c(=O)n(CC(=O)NCc3ccc(F)cc3)cnc21
[23] CC12C(=O)N(c3nccs3)C(=O)C1C1C=CC2C1 (stereo not given)
[24] CC(=Nc1ccc(C)cc1C)c1sc2ccccc2c1O
entry no.	17	18	19	20	21	22	23	24
Pol beta inh	/	12%	1%	/	16%	27%	32µM*	1%
BAZ2B inh	/	-4%	18%	0%	0%	-5%	-8%	?
BLM helicase inh	/	-1%	-7%	/	5%	-1%	-5%	-6%
POLH inh	-12%	-10%	-19%	5%	-11%	-11%	28µM*	-9%
G9a inh	/	7%[59 µM]	18%[59 µM]	10%[12.7 µM]	32%[activator][59 µM]	-32%	-5%[59 µM]	?
POLI inh	12%	17%	54%[activator]	-7%	29%	0%	89µM*	26%
APE1 inh	/	-2%	0%[12.4 µM]	-3%	0%	-3%	10µM*	0%
POLK inh	2%	-7%	-17%	-1%	-6%	-15%	-27%	10%
JMJD2A Tudor inh	1%	1%	8%	-6%	-18%	-6%	-7%	56µM*

[25] COc1ccc(-c2cc(C(C)=O)c(C)n2CCC(=O)Nc2ccc(C(F)(F)F)cc2)cc1
[26] CC(C)Oc1ccccc1C1CC(=O)Nc2cc3c(cc21)OCO3 (stereo not given)
[27] COc1cc(NC(=O)NC2Cc3ccccc3C2)cc(OC)c1
[28] COc1cc(OC)c(NC(=O)c2cnc(N3CCCC3)nc2C)cc1Cl
[29] CC1(C)Cc2c(ccc3ccccc23)C(c2cc3ccccc3oc2=O)=N1
[30] Cc1ccc2cc(CN(C(=O)c3cccnc3)C(C)C)c(=O)[nH]c2c1
[31] CCOc1ccc(CC(=O)NC2CC(=O)N(c3cccc(F)c3)C2)cc1 (stereo not given)
[32] Cc1ccc(Cl)cc1NC(=S)N1CCCCCC1
entry no.	25	26	27	28	29	30	31	32
Pol beta inh	?	0%	9%	-26%	21%	5%	-15%	33%
BAZ2B inh	4%	?	2%	-6%	-2%	-8%	-11%	-4%
BLM helicase inh	2%	-3%	-1%	-4%	4%	-5%	0%	0%
POLH inh	-1%	-14%	-12%	/	5%	2%	-22%	-11%
G9a inh	-14%[59 µM]	?	46%[activator]	-4%[12.7 µM]	-12%[59 µM]	9%[59 µM]	-5%[59 µM]	/
POLI inh	?	-1%	-23%	?	6%	-22%	15%	-7%
APE1 inh	/	-2%	6%	/	-9%	11%	/	-8%
POLK inh	-9%[60.1 µM]	-9%	-15%	2%[60.1 µM]	-14%	-3%	-2%[60.1 µM]	-14%
JMJD2A Tudor inh	-19%	56µM*	-4%	6%	-1%	-13%	-6%	-11%

[33] COc1cccc(N2CCN(C(=O)c3cnn(-c4ccccc4Cl)c3C3CCN(C(=O)OC(C)(C)C)CC3)CC2)c1
[34] Cc1cc(C(=O)OCC(=O)Nc2ccccc2)c(C)o1
[35] CN(C(=S)NCCN1CCOCC1)C(c1ccccc1)c1ccccc1
[36] CC1(C)C(=O)OC(c2cccn2-c2ccc([N+](=O)[O-])cc2)C2(CCCCC2)C1=O (stereo not given)
[37] COCCN(CCOC)C(=S)Nc1ccccc1
[38] CC(Oc1ccc2c3c(c(=O)oc2c1)CCC3)C(=O)NC1CCN(Cc2ccccc2)CC1 (stereo not given)
[39] Cn1c(N)c(C(=O)COC(=O)c2cc(-c3ccco3)nc3ccccc23)c(=O)n(C)c1=O
[40] CC(C)(Cc1cccc(CC(C)(C)C(=O)O)c1)C(=O)O
entry no.	33	34	35	36	37	38	39	40
Pol beta inh	0%	7%	-1%	21%	10%	34%	16µM*	3%
BAZ2B inh	-19%[57.1 µM]	-34%	50µM*	5%	5%	-17%	-26%	3%
BLM helicase inh	-2%	-7%	3%	-2%	-1%	-4%	-15%&-26%	0%
POLH inh	-24%	-13%	-6%	-13%	5%	2%	7.9µM*	-6%
G9a inh	?	23%[12.7 µM]	20µM*	1%	14%	?	7.9µM*	14%
POLI inh	-6%	36%[activator]	5%	-15%	6%	14%	7.1µM*	15%
APE1 inh	/	?	1%	3%	2%	25%	?	6%
POLK inh	-6%	21%	-4%	-7%	-5%	2%	?	6%
JMJD2A Tudor inh	?	-16%	10µM*	6%	-6%	-26%	56µM*	-12%

[41] O=c1cc(CO)oc(C(Nc2ccccn2)c2ccc(F)cc2)c1O (stereo not given)
[42] Cc1cc(NC(=O)/C=C/c2ccccc2)c(C(C)C)cc1O
[43] CC1CCCCC1NC(=O)CCN1C(=O)C2C3C=CC(C3)C2C1=O (stereo not given)
[44] Cc1cccc2nc3ccccc3nc12
[45] Cc1ccc(CNC(=O)C2CCN(Cc3nc(-c4ccccc4C)oc3C)CC2)cc1
[46] CCOC(=O)c1ccc(NC(=O)CCC(=O)OC)cc1
[47] CCCCC(CC)c1nnc(NC(=O)c2cccs2)s1 (stereo not given)
entry no.	41	42	43	44	45	46	47
Pol beta inh	1%	-6%	19%	15%	-3%	12%	-1%
BAZ2B inh	-27%	-10%	-13%[57.1 µM]	-4%	-16%	8%	-1%
BLM helicase inh	-5%	-2%	1%	0%	1%	-2%	-6%
POLH inh	2%	-16%	0%	-14%	-24%	-14%	-18%
G9a inh	-120%[12.7 µM]	?	15%	1%	-5%[59 µM]	?	/
POLI inh	12%	-9%	35%[activator]	6%	15%	16%	25%
APE1 inh	1%	2%	13%	-10%	/	14%	14%
POLK inh	-7%	-19%	-3%	-18%	-13%	-3%	-5%
JMJD2A Tudor inh	40µM*	-25%	-13%	-12%	-16%	0%	-1%
